Source: PubChem (Broad Institute)
TcdB GH inh = TcdB glycohydrolase inhibitors, primary screen, biochemical, single point, plate reader; TcdB glycohydrolase enzymatic assay; 0.24% of 350,000 active; AID 652162, 2013; inhibition, % at 9.99 µM; Toxin B (Clostridioides difficile), P18177; in the data active means inhibition above about 10%
* hit, by the source's call. This is a subset; the hit share may differ from the screen's.

| SMILES | TcdB GH inh |
| --- | --- |
| C[C@@H]1CN([C@H](C)CO)C(=O)Cc2cc(NC(=O)Nc3ccc(C(F)(F)F)cc3)ccc2O[C@H]1CN(C)C(=O)Nc1ccc(F)cc1 | 0.3 |
| Cc1noc(C)c1NC(=O)N(C)C[C@@H]1OCCCC[C@H](C)Oc2ccc(NC(=O)Nc3ccc4c(c3)OCO4)cc2C(=O)N([C@@H](C)CO)C[C@H]1C | -1.6 |
| O=C(c1cccnc1)N1CC[C@@H]2[C@H]1c1cc(-c3cccc(F)c3)ccc1N[C@@H]2CO | 0.9 |
| Cc1ccc(-c2ccc([C@H]3[C@H](CO)N4C(=O)CN(C(=O)Cc5ccccn5)C[C@@H]34)cc2)cc1 | 0.8 |
| CS(=O)(=O)N1CC2(C1)[C@H](c1ccccc1)[C@H](CO)N2Cc1ccccc1 | 0.4 |
| O=C(CC1CC1)Nc1ccc2c(c1)[C@H]1C[C@@H](CC(=O)N3CCCCC3)O[C@@H](CO)[C@H]1O2 | 0.4 |
| O=C(C[C@@H]1CC[C@@H](NS(=O)(=O)c2ccccc2)[C@@H](CO)O1)N1CCC(Cc2ccccc2)CC1 | 1.8 |
| CC(C)c1ccc(NC(=O)C[C@H]2CC[C@H]3[C@@H](COc4ccc(NC(=O)Nc5ccc(F)c(F)c5)cc4C(=O)N3C)O2)cc1 | 0.8 |

In a second layout: results already given
> CS(=O)(=O)N1CC2(C1)[C@H](c1ccccc1)[C@H](CO)N2Cc1ccccc1
  TcdB GH inh = 0.4

> O=C(CC1CC1)Nc1ccc2c(c1)[C@H]1C[C@@H](CC(=O)N3CCCCC3)O[C@@H](CO)[C@H]1O2
  TcdB GH inh = 0.4

> O=C(C[C@@H]1CC[C@@H](NS(=O)(=O)c2ccccc2)[C@@H](CO)O1)N1CCC(Cc2ccccc2)CC1
  TcdB GH inh = 1.8

> CC(C)c1ccc(NC(=O)C[C@H]2CC[C@H]3[C@@H](COc4ccc(NC(=O)Nc5ccc(F)c(F)c5)cc4C(=O)N3C)O2)cc1
  TcdB GH inh = 0.8

More compounds:
| SMILES | TcdB GH inh |
| --- | --- |
| O=C(C1CCOCC1)N1CC(=O)N2[C@H](CO)[C@H](c3ccc(-c4cccnc4)cc3)[C@@H]2C1 | 0.1 |
| C[C@H]1CN([C@@H](C)CO)C(=O)c2cccc(NC(=O)Nc3ccccc3)c2O[C@H]1CN(C)C(=O)Nc1ccc(F)cc1 | 1.8 |
| C[C@H]1CN([C@@H](C)CO)C(=O)c2cc(NC(=O)Cn3cnnn3)ccc2O[C@@H]1CN(C)C(=O)Nc1ccc(C(F)(F)F)cc1 | 0.4 |
| O=C(C[C@@H]1C[C@@H]2c3cc(NC(=O)C4CCOCC4)ccc3O[C@@H]2[C@@H](CO)O1)NCC1CC1 | 0.0 |
| C[C@H]1CN([C@@H](C)CO)C(=O)c2cc(NC(=O)CCCN(C)C)ccc2O[C@H]1CN(C)Cc1ccc(C(F)(F)F)cc1 | 0.0 |
| O=C(C[C@H]1C=C[C@@H](NC(=O)NC2CCCCC2)[C@@H](CO)O1)NCc1ccc(Cl)cc1 | -0.4 |
| C[C@@H]1CN([C@H](C)CO)C(=O)c2cc(N(C)C)ccc2O[C@@H]1CN(C)C(=O)Nc1cccc2ccccc12 | -5.7 |
| O=C(NCc1ccc2c(c1)OCO2)[C@H]1[C@H](CO)[C@H]2Cn3c(cccc3=O)[C@@H]1N2Cc1cccnc1 | -1.1 |
| O=C(C[C@@H]1C[C@@H]2c3cc(NC(=O)c4cccnc4)ccc3O[C@@H]2[C@@H](CO)O1)NCC1CC1 | -2.1 |
| C[C@H](CO)N1C[C@H](C)[C@@H](CN(C)Cc2ccccc2F)Oc2cc(C3=CCCC3)ccc2S1(=O)=O | -2.9 |
| C[C@H]1CN([C@@H](C)CO)C(=O)CCCn2nncc2CO[C@H]1CN(C)C(=O)Nc1ccccc1F | 0.1 |
| C[C@H]1CN([C@@H](C)CO)C(=O)c2cc(-c3cncnc3)cnc2O[C@H]1CN(C)Cc1ccncc1 | -0.1 |
| O=C(CC1CC1)N1[C@@H]2CN(S(=O)(=O)c3ccccc3)c3ccccc3[C@@H]2[C@@H]1CO | 0.9 |
| C[C@@H]1CN([C@H](C)CO)C(=O)c2cc(C#C[C@@H](C)O)cnc2O[C@@H]1CN(C)C(=O)c1ccncc1 | -0.7 |
| CCCN(C)C[C@H]1Oc2cc(-c3ccncc3)ccc2S(=O)(=O)N([C@@H](C)CO)C[C@H]1C | 0.2 |
| CN(C)C(=O)C[C@@H]1CC[C@H](NC(=O)C2CCOCC2)[C@H](CO)O1 | -4.5 |
| CC(C)CC#Cc1cnc2c(c1)C(=O)N([C@H](C)CO)C[C@H](C)[C@@H](CN(C)C(=O)CCN1CCCCC1)O2 | 0.9 |
| C[C@H]1CN([C@@H](C)CO)C(=O)c2cccc(NS(=O)(=O)c3ccc(F)cc3)c2O[C@@H]1CN(C)C(=O)NC1CCCCC1 | 0.6 |
| C/C=C/c1ccc([C@@H]2[C@H](CO)N(C(=O)c3ccccc3)C23CN(C(C)=O)C3)cc1 | 0.3 |
| Cc1noc(C)c1NC(=O)N(C)C[C@@H]1Oc2ccc(NC(=O)Cc3ccccc3)cc2CC(=O)N([C@@H](C)CO)C[C@@H]1C | -0.7 |
| CCCN(C)C[C@@H]1OCCCC[C@@H](C)Oc2ccc(N(C)C)cc2C(=O)N([C@@H](C)CO)C[C@@H]1C | -31 |
| C[C@H]1CN([C@@H](C)CO)C(=O)c2cc(C3=CCCCC3)cnc2O[C@@H]1CN(C)C(=O)CN1CCOCC1 | -0.4 |
| C=CCN1C(=O)[C@]2(O[C@H](CCO)[C@@H]([Si](C)(C)c3ccc(OC)cc3)[C@@H]2C)c2ccccc21 | -1.1 |
| Cc1ccc(S(=O)(=O)Nc2ccc3c(c2)C(=O)N([C@H](C)CO)C[C@@H](C)[C@H](CN(C)C(=O)Nc2ccc4c(c2)OCO4)OCCCC[C@@H](C)O3)cc1 | -0.1 |
| CC(C)NC(=O)N[C@@H]1C=C[C@@H](CC(=O)NC2Cc3ccccc3C2)O[C@H]1CO | -0.3 |
| Cc1cc(C(=O)Nc2cccc3c2O[C@H](CN(C)S(=O)(=O)c2ccccc2)[C@H](C)CN([C@H](C)CO)C3=O)n(C)n1 | -5.7 |
| N#C[C@H]1[C@@H](c2ccc(-c3ccncc3)cc2)[C@@H](CO)N1C(=O)C1CCCCC1 | 1.3 |
| C[C@H]1CN([C@@H](C)CO)C(=O)c2cc(NC(=O)Nc3ccc(C(F)(F)F)cc3)ccc2O[C@H]1CN(C)S(=O)(=O)c1ccc(Cl)cc1 | -0.3 |
| O=C(N[C@@H]1C=C[C@@H](CC(=O)N2CCN(c3ccccc3)CC2)O[C@H]1CO)c1ccccc1 | -0.4 |
| C[C@@H]1CN([C@@H](C)CO)C(=O)c2cccc(NC(=O)c3nc4ccccc4s3)c2O[C@@H]1CN(C)C(=O)Nc1ccccc1 | -0.2 |
| C[C@H](CO)N1C[C@H](C)[C@H](CN(C)Cc2ccc(C(=O)Nc3ccccc3N)cc2)Oc2c(NC(=O)Nc3ccc(F)cc3)cccc2C1=O | 0.5 |
| C[C@@H]1CN([C@@H](C)CO)C(=O)c2cc(NC(=O)Nc3ccc4c(c3)OCO4)ccc2O[C@H]1CN(C)S(=O)(=O)c1cccs1 | 0.7 |
| CN(C)CC(=O)Nc1ccc2c(c1)[C@H]1C[C@@H](CC(=O)N3CCc4ccccc4C3)O[C@@H](CO)[C@H]1O2 | 0.2 |
| CCCNC(=O)Nc1ccc2c(c1)OC[C@@H](C)N(C(C)=O)C[C@@H](C)[C@H](OC)CN(C)C2=O | -1.6 |
| COc1ccc(NC(=O)Nc2ccc3c(c2)C(=O)N([C@@H](C)CO)C[C@@H](C)[C@H](CN(C)S(=O)(=O)c2ccc(C)cc2)O3)cc1 | 1.2 |
| CC(C)C#Cc1cnc2c(c1)C(=O)N([C@H](C)CO)C[C@H](C)[C@@H](CN(C)C(=O)CN1CCOCC1)O2 | 0.0 |
| O=C(c1cnccn1)N1CC(=O)N2[C@@H](CO)[C@@H](c3ccc(C#CC4CCCCC4)cc3)[C@@H]2C1 | -0.4 |
| C[C@@H]1CN([C@H](C)CO)C(=O)Cc2cc(NC(=O)Cc3ccccc3)ccc2O[C@H]1CN(C)CC1CCCCC1 | 0.4 |
| CCS(=O)(=O)N1CC(=O)N2[C@H](C1)[C@@H](c1ccc(C#CCC3CCCC3)cc1)[C@@H]2CO | 0.2 |
| Cc1noc(C)c1NC(=O)Nc1ccc2c(c1)C(=O)N([C@@H](C)CO)C[C@@H](C)[C@@H](CN(C)Cc1ccc(Cl)c(Cl)c1)OCCCC[C@@H](C)O2 | -0.7 |

Looked up above.
In TcdB GH inh, `C[C@@H]1CN([C@H](C)CO)C(=O)Cc2cc(NC(=O)Cc3ccccc3)ccc2O[C@H]1CN(C)CC1CCCCC1` reads 0.4
In TcdB GH inh, `CCCNC(=O)Nc1ccc2c(c1)OC[C@@H](C)N(C(C)=O)C[C@@H](C)[C@H](OC)CN(C)C2=O` reads -1.6

More compounds
| SMILES | TcdB GH inh |
| --- | --- |
| CC(C)Cc1ccc(CN2CC[C@@H](NC(=O)c3ccccc3)C2)cc1 | 4.0 |
| C[C@@H]1CN([C@H](C)CO)C(=O)Cc2cc(NS(C)(=O)=O)ccc2O[C@@H]1CN(C)Cc1ccc(Oc2ccccc2)cc1 | 0.8 |
| CCCNC(=O)C[C@@H]1CC[C@@H]2[C@H](COC[C@H](O)CN2C(=O)C2CCOCC2)O1 | -0.1 |
| C[C@H](CO)N1C[C@H](C)[C@H](CN(C)S(=O)(=O)c2ccc(C#N)cc2)Oc2ncc(/C=C/c3ccccc3)cc2C1=O | -0.5 |
| CCC(=O)N1C[C@H](C)[C@@H](OC)CN(C)C(=O)c2ccc(NC(=O)COC)cc2OC[C@@H]1C | -1.2 |
| COc1ccccc1S(=O)(=O)N[C@@H]1CC[C@@H](CCNC(=O)C2CCCC2)O[C@H]1CO | 0.0 |
| C[C@H]1CN([C@@H](C)CO)C(=O)c2cc(NS(=O)(=O)c3ccccc3)ccc2O[C@@H]1CN(C)C(=O)NC1CCCCC1 | 3.2 |
| CCC(=O)N1[C@H](CO)[C@H](c2ccc(-c3ccc(C#N)cc3)cc2)C12CN(C(C)=O)C2 | -0.5 |
| Cc1ccccc1-c1cnc2c(c1)C(=O)N([C@@H](C)CO)C[C@H](C)[C@H](CN(C)C(=O)c1ccncc1)O2 | 1.3 |
| O=C(C1CC1)N1C[C@@H]2[C@H](c3ccccc31)[C@@H](CO)N2Cc1ccccc1Cl | -7.5 |
| CCC(=O)NC[C@H]1[C@@H](c2ccc(C3=CCCC3)cc2)[C@H](CO)N1C(C)=O | -0.6 |
| C[C@H]1CN([C@@H](C)CO)S(=O)(=O)c2ccc(-c3ccc(C(=O)N(C)C)cc3)cc2O[C@@H]1CN(C)C(=O)C1CCOCC1 | 0.7 |
| O=C(Nc1ccccc1F)N[C@@H]1CC[C@H](CCNS(=O)(=O)c2ccccc2)O[C@@H]1CO | 0.5 |
| COc1ccc(NC(=O)Nc2ccc3c(c2)C(=O)N([C@H](C)CO)C[C@H](C)[C@@H](CN(C)CC2CC2)OCCCC[C@@H](C)O3)cc1 | -0.4 |
| C[C@@H]1CN([C@@H](C)CO)C(=O)Cc2cc(NS(=O)(=O)c3ccccc3)ccc2O[C@H]1CN(C)C(=O)Nc1ccc(F)cc1 | 0.9 |
| C[C@H](O)C#Cc1ccc2c(c1)O[C@@H](CN(C)Cc1cncnc1)[C@@H](C)CN([C@H](C)CO)S2(=O)=O | -0.5 |
| Cc1noc(C)c1NC(=O)Nc1ccc2c(c1)C(=O)N([C@@H](C)CO)C[C@H](C)[C@@H](CN(C)Cc1ccc3c(c1)OCO3)OCCCC[C@H](C)O2 | 0.5 |
| C[C@H]1CCCCO[C@H](CN(C)Cc2ccc3c(c2)OCO3)[C@@H](C)CN([C@@H](C)CO)C(=O)c2cc(NC(=O)CCC(F)(F)F)ccc2O1 | -3.0 |
| CC(C)CC#Cc1ccc2c(c1)O[C@@H](CN(C)C(=O)c1cnccn1)[C@@H](C)CN([C@H](C)CO)S2(=O)=O | 1.6 |
| CCCC#Cc1cnc2c(c1)C(=O)N([C@@H](C)CO)C[C@@H](C)[C@H](CN(C)C(=O)Cc1ccccc1)O2 | -1.0 |
| C[C@@H]1CN([C@H](C)CO)C(=O)Cc2cc(NC(=O)Cn3cnnn3)ccc2O[C@@H]1CN(C)Cc1ccncc1 | 0.7 |
| CCNC(=O)[C@@H]1[C@@H](CO)[C@@H]2Cn3c(ccc(-c4ccc(F)cc4)c3=O)[C@@H]2N1Cc1cc(F)ccc1F | 0.2 |
| O=C(C[C@@H]1CC[C@H](NC(=O)c2cccc(F)c2)[C@@H](CO)O1)NCc1ccc(Oc2ccccc2)cc1 | 0.8 |
| C[C@@H]1CN([C@@H](C)CO)C(=O)c2cc(NC(=O)Cc3ccccc3)ccc2O[C@@H](C)CCCCO[C@H]1CN(C)C(=O)Nc1cccc2ccccc12 | 0.7 |
| O=C(C1CCCCC1)N1CC(=O)N2[C@H](CO)[C@@H](c3ccc(C#CCc4ccccc4)cc3)[C@H]2C1 | -0.2 |
| COCC(=O)Nc1ccc2c(c1)C(=O)N(C)C[C@H](OC)[C@@H](C)CN(CC1CCCCC1)[C@@H](C)CO2 | 0.0 |
| O=C(O)C1=C[C@H](c2ccc3c(c2)Cc2ccccc2-3)C[C@H](OCCCCO)O1 | 1.8 |
| Cc1ccccc1S(=O)(=O)N1CC[C@@H]2[C@H]1c1cc(-c3ccccc3F)ccc1N[C@@H]2CO | -4.4 |
| O=C(Cc1ccncc1)NCC[C@@H]1CC[C@H](NC(=O)C2CCC2)[C@@H](CO)O1 | -0.7 |
| CC(C)CC#Cc1ccc([C@H]2[C@@H](CO)N3C(=O)CN(C(=O)c4cnccn4)C[C@@H]23)cc1 | 0.5 |
| CCCNC(=O)[C@@H]1[C@@H](CO)[C@@H]2Cn3c(ccc(-c4cccc(F)c4)c3=O)[C@H]1N2C(C)=O | -0.3 |
| O=C(c1ccccc1F)N1CC[C@@H]2[C@H]1c1cc(-c3ccccc3)ccc1N[C@@H]2CO | 0.0 |
| COCC(=O)Nc1ccc2c(c1)[C@@H]1C[C@@H](CC(=O)NC3CCCC3)O[C@@H](CO)[C@@H]1O2 | -0.2 |
| O=C(C[C@H]1C[C@H]2c3cc(NC(=O)NC4CCCCC4)ccc3O[C@H]2[C@H](CO)O1)NCCc1ccccc1 | -0.5 |
